XIAP antagonists: XIAP antagonists, biochemical, IAP family, fluorescence polarization (AID 1018); XIAP BIR domain, fluorescence polarization peptide displacement; higher % means a stronger effect; displacement, % at 20 µM, or IC50 in µM where a hit was titrated; 200,000 tested, 0.007% active; in the data active = displacement above about 50%; note: a part of the inactive calls stands beside numbers as strong as those of hits
Myeloid diff 2: compounds promoting myeloid differentiation | ER-HoxA9 myeloid progenitors, lysozyme-GFP differentiation, flow cytometry | calls only at 10 µM | 360,000 tested, 1% active;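 active = normalized GFP-positive differentiation at or above the plate's own cutoff, the solvent-only control mean plus 3 SD; inconclusive = no clear call, values can overlap the other calls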;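 note: cells exposed to compound for four days before flow analysis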
RSV CPE inhibition: RSV antiviral activity via CPE protection, HEp-2 cells, primary 10 µM value included (AID 2391) | HEp-2 cells, RSV-induced CPE inhibition; higher % means a stronger effect | CPE inhibition, % at 10 µM; hits with a dose series show IC50 in µM | 310,000 tested, 0.13% active; in the data active = a potency from the dose series; inconclusive = CPE inhibition mostly from about 23% at the one dose, without a potency; inactive = the rest, 99 in 100 with CPE inhibition below about 21%; note: strong numbers were not always called active
PMI inhibition: MPI inhibition at elevated mannose 6-phosphate – biochemical, fluorescence intensity, high mannose 6-phosphate, primary screen (AID 1220). one-dose inhibition, % at 20 µM; IC50 in µM for titrated hits. recombinant PMI enzyme, coupled fluorescence intensity; higher % means a stronger effect. 190,000 tested, 0.66% active
Siah-1 displacement: blockers of Siah-1 interaction with plectin peptide – biochemical, fluorescence polarization, rhodamine-plectin, uHTS, primary screen (AID 1817); Siah-1 / rhodamine-plectin peptide fluorescence polarization; higher % means a stronger effect; displacement, % at 20 µM, or IC50 in µM where a hit was titrated; 290,000 tested, 0.02% active;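 active = displacement of at least 50% at 20 µM, with a fluorescence ratio check between 0.3 and a set limit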;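 note: plate controls were Siah plus tracer with DMSO for no effect and tracer alone without Siah for full effect; strong numbers were not always called active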
TNAP activators: stimulation of alkaline phosphatase TNAP activity – biochemical, luminescent, no phosphate acceptor, uHTS, primary screen (AID 1001) | activation fold at 20 µM; hits with a dose series show EC50 in µM | purified TNAP, luminescent activation assay, no phosphate acceptor; higher activation fold means a stronger effect | 200,000 tested, 0.03% active; in the data active = activation fold from about 3, or a potency from the dose series; inactive = the rest, 99 in 100 with activation fold below about 1.6; note: many of its hits are not listed in these tables
PMI inhibitors: inhibitors of human PMI, primary screen, biochemical, fluorescence intensity, coupled assay (AID 1209); one-dose inhibition, % at 20 µM; IC50 in µM for titrated hits; purified PMI enzyme, coupled fluorescence intensity; higher % means a stronger effect; 190,000 tested, 0.42% active;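 note: plate controls were DMSO vehicle for no effect and wells lacking substrate for full effect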
WT yeast gro inh: growth inhibition of WT yeast, mitochondrial fusion screen; mitochondrial fusion phenotypic screen, WT strain; inhibition, % at 10 µM; 190,000 tested, 2.1% active; AID 1362; in the data active = inhibition above about 58%; tested in S. cerevisiae
PhoP inhibition: inhibitors of PhoP regulon expression, primary screen, Salmonella Typhimurium, GFP reporter (AID 1863). S. Typhimurium PhoP-regulated promoter GFP reporter, 4 h; higher % means a stronger effect. inhibition, % at 50 µM, or IC50 in µM where a hit was titrated. 300,000 tested, 0.16% active;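 active = inhibition over 29.93%, a cutoff 3 SD above the screen mean, later confirmed by dose response; inconclusive = inhibition over 29.93% but no dose response follow-up; inactive = inhibition at most 29.93% or unconfirmed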;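 note: 0% = low Mg2+ inducing control and 100% = high Mg2+ repressing control; strong numbers were not always called active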
WT yeast gro inh mutant strain: also measured in WT yeast gro inh; calls as there; inhibition, %; mitochondrial fusion phenotypic screen, mutant strain inhibition
Myeloid diff 2 GFP+ MAC1+ %: further read-out of Myeloid diff 2, marked with its call; GFP+ MAC1+ double positive, %; measured here: differentiation confirmed by MAC1 staining
An asterisk follows results filed as active; i = inactive; u = inconclusive; x = not tested or not shown; + = active, no number. Cut-off read from the data, not from the text of the source, unless noted: active = inhibition above about 50%; inactive = the rest.

SMILES	XIAP antagonists	Myeloid diff 2	Myeloid diff 2 GFP+ MAC1+ %	RSV CPE inhibition	PMI inhibition	Siah-1 displacement	TNAP activators	PMI inhibitors	WT yeast gro inh	WT yeast gro inh mutant strain	PhoP inhibition
CCCCc1ccc(-c2csc(/C(C#N)=C/c3ccco3)n2)cc1	-2.0%	+	1.2*	u	11%	-11%	1.1	21%	5	-3	-12%
CCOC(=O)c1c(C)n(C)c2cc(Br)c(O)c(O)c12	x	i	0.4	-0.4%	x	6%	x	x	x	x	-7%
C=CCn1c(=O)/c(=C2/Sc3cc(OC)ccc3N2C)s/c1=C1\C(=O)N(CC)C(=S)N1C	-0.5%	x	x	3.2%	x	-6%	0.7	x	11	9	7%
COc1cc(C(=S)N2CCOCC2)cc(OC)c1OS(=O)(=O)c1ccc(NC(C)=O)cc1	-2.1%	i	0.6	2.5%	10%	1%	1.1	3%	-13	11	1%
COc1cc(/C=C2\C(=O)N(c3ccc(S(N)(=O)=O)cc3)N=C2C)ccc1OC(=O)c1ccco1	-13%	i	0.6	1.1%	-43%	38%	1.1	-27%	7	-1	-2%
OC1(CC#CCN2CCCCC2)c2ccccc2-c2ccccc21	x	i	0.5	-0.2%	x	-2%	x	x	x	x	-2%
Cc1nn(C)c(Cl)c1CN1CCN(CC(C)C)C(CCO)C1 (stereo not given)	2.4%	i	0.0	-0.5%	-4%	-4%	1.1	-2%	2	11	-5%
O=C(NC(Cc1ccccc1)C(=O)O)/C(=C\c1ccc(Cl)cc1)NC(=O)c1ccco1 (stereo not given)	x	i	1.2	0.4%	x	-2%	x	x	x	x	2%
N#C/C(=C\c1ccc(-c2ccccc2)o1)C(=O)Nn1cnnc1	-6.8%	i	0.2	0.0%	-12%	5%	1	-12%	7	1	-5%
Cc1ccc(NC(=O)CN2C(=O)COc3ccc(C)cc32)nc1	-6.4%	i	1.2	-0.3%	1%	1%	1.1	-4%	-4	-2	5%
Cc1cc(=O)c(C(=O)O)nn1-c1ccccc1Cl	x	i	0.7	0.4%	x	0%	x	x	x	x	-8%
COCCCN1C(=O)C(=O)/C(=C(/O)c2ccc(S(=O)(=O)N3CCOCC3)cc2)C1c1cccc(Cl)c1 (stereo not given)	x	i	1.4	0.7%	x	9%	x	x	x	x	-2%
C=CCn1c(=O)c(C(=O)NCc2ccccc2)c(O)c2ccccc21	x	i	0.8	15%	x	-4%	x	x	x	x	1%
COc1cccc(NC(=O)CC2Oc3ccccc3NC2=O)c1 (stereo not given)	x	i	1.4	0.0%	x	3%	x	x	x	x	11%
O=c1[nH]c2ccc(Cl)cc2c(-c2ccccc2)c1N1CCN(c2ccccn2)CC1	-2.6%	i	1.5	1.4%	13%	2%	1	12%	42	9	-17%
Cc1ccc(S(=O)(=O)NC(C(=O)N2CCOCCOCCOCCOCC2)C(C)C)cc1 (stereo not given)	x	i	3.5	0.8%	x	-3%	x	x	x	x	2%
CCOc1ccc2cc(C3CC(c4ccco4)=NN3S(C)(=O)=O)c(=O)[nH]c2c1 (stereo not given)	x	i	0.5	1.7%	x	-6%	x	x	x	x	-10%
COc1ccc([N+](=O)[O-])cc1-n1cnnn1	-5.1%	i	0.2	1.2%	8%	9%	1	12%	2	-8	x
CCOC(CNC(=O)c1ccc2c(c1)ncn2-c1ccc(F)c(F)c1)OCC	-5.1%	i	0.3	2.1%	-3%	1%	1.1	-4%	-11	7	-9%
O=C(c1cccs1)N1CCCC(c2nc3c(nnn3Cc3cccc(Cl)c3)c(=O)[nH]2)C1 (stereo not given)	x	i	0.4	2.3%	x	12%	x	x	x	x	-2%
O=C(NCc1ccco1)C1CCCN1S(=O)(=O)c1ccc2ccccc2c1 (stereo not given)	0.6%	i	1.3	0.9%	0%	1%	1	-3%	-8	2	-8%
COc1cc(C2NC(=O)c3ccccc3O2)cc(OC)c1OC (stereo not given)	-11%	i	0.4	1.1%	10%	-6%	1	9%	-8	17	6%
Cc1nn(Cc2cccc(C(=O)Nn3cc([N+](=O)[O-])cn3)c2)c(C)c1[N+](=O)[O-]	-3.0%	i	0.3	3.2%	-9%	-6%	1.1	-12%	2	15	-5%
CCN(CC)C(=O)CSc1nc(OC)cc(=O)[nH]1	-2.1%	i	0.1	2.3%	3%	8%	1.2	13%	-6	-11	4%
O=Cc1cn[nH]c1-c1ccccc1	-3.4%	i	0.5	0.3%	-4%	6%	0.3	-2%	-15	5	-4%
Continued:
SMILES	XIAP antagonists	Myeloid diff 2	Myeloid diff 2 GFP+ MAC1+ %	RSV CPE inhibition	PMI inhibition	Siah-1 displacement	TNAP activators	PMI inhibitors	WT yeast gro inh	WT yeast gro inh mutant strain	PhoP inhibition
Cc1cc(C)nc(N2CCC(C(=O)NNC(=O)Cc3ccccc3)CC2)n1	x	i	0.7	-0.1%	x	5%	x	x	x	x	-3%
Cc1nc(-c2ccc(Cl)cc2)sc1C1(C)CC(c2cccc(F)c2)=NO1 (stereo not given)	x	i	0.8	0.8%	x	4%	x	x	x	x	-1%
COc1ccc(C(=O)c2c(C)c3cc(C)ccc3n2CC(O)CN2CCOCC2)cc1 (stereo not given)	-0.9%	i	0.5	2.8%	-14%	-5%	1	-15%	27	10	-4%
Cc1nc2ccc(NC(=O)c3ccc(Cl)c(S(=O)(=O)N(C)c4ccccc4)c3)cc2s1	-16%	i	0.8	8.2%	13%	0%	1.2	6%	2	-13	-5%
O=C(NCC1OCCc2ccccc21)c1cc(COc2ccc(F)cc2Cl)on1 (stereo not given)	-1.4%	i	0.5	1.8%	7%	4%	1	14%	1	4	10%
CN1CCN(c2nc(-c3ccc(C(C)(C)C)cc3)nc3ccccc23)CC1	x	i	1.0	0.5%	x	-3%	x	x	x	x	-5%
CCOc1ccc(OCc2ccc(C(=O)NC(C)(C)C)o2)cc1	x	i	1.0	3.2%	x	-4%	x	x	x	x	11%
Cc1cc(C)c2nc(NCCCNC(=S)NCCCN(C)C)c(C#N)cc2c1	1.6%	i	0.7	-4.9%	-15%	-9%	1.2	-7%	3	8	-2%
N#Cc1cc2ccccc2nc1SCC(=O)Nc1ccc(S(=O)(=O)N2CCCC2)cc1	0.6%	i	11	16%	0%	4%	1.2	9%	-47	0	-13%
O=C(COC(=O)c1ccc(Cl)c(S(=O)(=O)NCc2ccccc2)c1)NCC1CCCO1 (stereo not given)	-12%	i	0.8	2.0%	-12%	0%	1.1	-15%	-6	8	-1%
Cn1cccc1/C=C1\SC(=O)N(c2ccccc2)C1=O	-6.1%	i	1.2	0.4%	7%	-4%	0.9	14%	7	-43	-4%
CC(=O)c1cccc(NC(=O)c2ccc3ccccc3c2)c1	x	i	0.4	10%	x	3%	x	x	x	x	-4%
Cc1ccc(S(=O)(=O)N2CCCCC2)cc1C(=O)NCc1ccccn1	x	i	0.7	2.0%	x	2%	x	x	x	x	3%
O=C(CSc1nc2cc(Cl)ccc2o1)c1cccs1	-5.3%	i	0.6	4.8%	11%	-3%	1.1	7%	2	0	-1%
CCC(C)(C)NC(=O)C(c1ccccc1Cl)N(C(=O)CCC(=O)Nc1cc(C)on1)c1ccc(NC(C)=O)cc1 (stereo not given)	x	i	0.8	0.8%	x	-11%	x	x	x	x	2%
O=C(O)CC(C(=O)O)N1C(=O)/C(=C/c2ccc(-c3nc4ccccc4s3)o2)SC1=S (stereo not given)	-4.6%	i	1.4	0.6%	-42%	-12%	0.7	-5%	-12	0	-8%
COc1ccc(C(=O)N(c2ccccn2)C2CCCCC2)c(OC)c1	-4.4%	i	0.4	2.0%	5%	-1%	1.1	-4%	-4	16	-5%
CC1C(=O)Nc2ccccc2N1C(=O)c1cccc(C(F)(F)F)c1 (stereo not given)	x	i	0.5	1.4%	x	1%	x	x	x	x	-4%
CCOC(=O)c1c(N)n(C2CC(C)(C)NC(C)(C)C2)c2nc3ccccc3nc12	-2.8%	i	0.7	1.0%	16%	1%	1.2	6%	-6	18	-23%
Cc1nnc(SCc2nnc(-c3cccs3)o2)n1Cc1ccccc1	-12%	i	0.5	2.6%	-7%	-6%	1	-9%	-7	8	-4%
O=C(N/N=C/c1cccnc1)c1cccc(Cl)c1	x	i	0.6	1.5%	x	0%	x	x	x	x	-1%
CCOC(=O)c1ccc(N=c2ssnc2Cl)cc1	-4.4%	i	0.2	x	x	-4%	1.2	66%*	60	70	8%
COc1ccc2c(c1)oc(=O)c1ccccc12	0.2%	i	2.7	19%	1%	5%	1.2	2%	4	20	-4%
Cc1nn2cnnc2c(C)c1Cc1ccc(Cl)cc1	x	i	0.7	1.3%	x	0%	x	x	x	x	-3%
O=[N+]([O-])c1ccc(N2CCN(Cc3ccccc3)CC2)s1	x	i	0.9	1.1%	x	-3%	x	x	x	x	19%
Remaining list, next part:
SMILES	XIAP antagonists	Myeloid diff 2	Myeloid diff 2 GFP+ MAC1+ %	RSV CPE inhibition	PMI inhibition	Siah-1 displacement	TNAP activators	PMI inhibitors	WT yeast gro inh	WT yeast gro inh mutant strain	PhoP inhibition
O=C(COC(=O)c1cccc([N+](=O)[O-])c1)NCc1ccc2c(c1)OCO2	-2.2%	i	0.5	0.2%	8%	-5%	1	4%	-14	25	2%
O=C(Nc1nc2ccccc2s1)c1cccc(S(=O)(=O)N2CCc3ccccc32)c1	x	i	0.3	1.7%	x	-5%	x	x	x	x	-4%
NC(=O)c1c(NC(=O)CSc2nnc(-c3ccccc3)n2CC2CCCO2)sc2c1CCC2 (stereo not given)	-8.4%	i	3.0	0.7%	20%	-5%	1.1	20%	3	5	-2%
NCCCC[C@H]1NC(=O)[C@H](CCC(=O)O)NC(=O)c2cc([N+](=O)[O-])cc(I)c2OCC[C@@H](C(N)=O)NC1=O	-7.8%	x	x	2.2%	-19%	4%	1.1	-24%	-12	-27	7%
Cc1coc2c1c(C)cc1oc(=O)c(CC(=O)N[C@@H](C)C(=O)O)c(C)c12	x	i	0.7	0.5%	x	-7%	x	x	x	x	7%
O=C(c1n[nH]c(=O)c2ccccc12)N1CCOCC1	3.8%	i	0.9	1.4%	-10%	-5%	1.1	-3%	-15	-13	-8%
O=C(c1cscn1)N1CCCC(N2CCN(c3ccc(F)cc3)CC2)C1 (stereo not given)	x	i	0.3	0.0%	x	-2%	x	x	x	x	-9%

Sorted by number of heavy atoms (smallest number first): some entries from above
SMILES	XIAP antagonists	Myeloid diff 2	Myeloid diff 2 GFP+ MAC1+ %	RSV CPE inhibition	PMI inhibition	Siah-1 displacement	TNAP activators	PMI inhibitors	WT yeast gro inh	WT yeast gro inh mutant strain	PhoP inhibition
O=C(c1n[nH]c(=O)c2ccccc12)N1CCOCC1	3.8%	i	0.9	1.4%	-10%	-5%	1.1	-3%	-15	-13	-8%
Cc1coc2c1c(C)cc1oc(=O)c(CC(=O)N[C@@H](C)C(=O)O)c(C)c12	x	i	0.7	0.5%	x	-7%	x	x	x	x	7%
O=C(Nc1nc2ccccc2s1)c1cccc(S(=O)(=O)N2CCc3ccccc32)c1	x	i	0.3	1.7%	x	-5%	x	x	x	x	-4%
NCCCC[C@H]1NC(=O)[C@H](CCC(=O)O)NC(=O)c2cc([N+](=O)[O-])cc(I)c2OCC[C@@H](C(N)=O)NC1=O	-7.8%	x	x	2.2%	-19%	4%	1.1	-24%	-12	-27	7%
